# Screening results (PubChem BioAssay)
# All columns: NCI-60 one-dose screen, growth in % after 48 h at 10 µM unless noted; 100 = growth as untreated, 0 = no growth, -100 = all killed.
# SNB-75: SNB-75 CNS cancer; actives 5% (n = 79,000); AID 1794750
# CAKI-1: CAKI-1 renal cancer; actives 4.7% (n = 75,000)
# A498: A498 renal cancer cells. actives 5.4% (n = 76,000)
# RXF 393: RXF 393 renal cancer cells | AID 1794773 | actives 6.9% (n = 77,000)
# SF-539: SF-539 CNS cancer; actives 6.8% (n = 81,000)
# SNB-19: SNB-19 CNS cancer cells; actives 2.5% (n = 81,000)
# SF-268: SF-268 CNS cancer cells; actives 3.1% (n = 82,000); AID 1794759
# ACHN: ACHN renal cancer; actives 4.9% (n = 81,000)
# Numbers without * were called inactive; / = no result given; & = joins results of further samples; [ ] = dose if it differs, or a comment. How the source made its calls: active means growth percent below 10; inactive means the rest.
# Key to letters: A = SNB-75; B = CAKI-1; C = A498; D = RXF 393; E = SF-539; F = SNB-19; G = SF-268; H = ACHN
smiles: O=C(O)[C@@H]1c2ccccc2-c2ccccc2[C@H]1C(=O)O
  A = 93	B = 97	C = 97	D = 102	E = 98	F = 100	G = 105	H = 99
smiles: C#CC1(OCC2CN(c3ccccc3)C(=O)O2)CCCCC1 (centres undefined)
  A = 81	B = 98	C = 106	D = 104	E = 102	F = 108	G = 102	H = 105
smiles: CCOC(=O)c1sc2ccc(NCc3cnc[nH]3)cc2c1NC(=O)c1ccc(C)cc1
  A = 81	B = 94	C = 98	D = 96	E = 98	F = 87	G = 98	H = 93
smiles: CCOC(=O)[C@@]12CCCC=C1N1c3ccccc3-c3ccnn3[C@H]1CC2
  A = 68	B = 83	C = 104	D = 108	E = 107	F = 89	G = 96	H = 97
smiles: COc1ccc(C2=NN(C(N)=S)C(c3ccc(Cl)cc3)C2)cc1S(N)(=O)=O (centres undefined)
  A = 108	B = 86	C = 84	D = 84	E = 100	F = 96	G = 104	H = 100
smiles: COc1cccc(/C=C/c2nccc3ccccc23)c1OC
  A = 69	B = 76	C = 92	D = 99	E = 99	F = 87	G = /	H = 78
smiles: N#C/C(=C\c1ccco1)c1nc(-c2ccco2)cs1
  A = 94	B = 92	C = 96	D = 117	E = 101	F = 93	G = 96	H = 106
smiles: C/C(=C\c1ccccc1)c1ccccn1
  A = 89	B = 102	C = 111	D = /	E = 98	F = 92	G = 99	H = 105
smiles: OCCCC(O)c1ccccc1 (centres undefined)
  A = 133	B = 116	C = 105	D = 119	E = 105	F = 90	G = 106	H = 111
smiles: CCCCCCCC/C=C/CCCCCCCC1=NCC[N+]1(CCO)CCO
  A = 63	B = 53	C = 73	D = 50	E = 90	F = 74	G = 75	H = 82
smiles: CC(C)(C)C(=O)/C=C/c1cccc([N+](=O)[O-])c1
  A = 84	B = 97	C = 90	D = 101	E = 96	F = 74	G = 80	H = 63
smiles: Oc1c(I)cc(Cl)c2cccnc12
  A = 61	B = 43	C = 73	D = 87	E = 65	F = 53	G = 56	H = 50
smiles: CCCCCCCCn1ccc2cc(NC(=O)CN3CCN(c4cc(C)nc(N5CCC(C)CC5)n4)CC3)ccc21
  A = 94	B = 81	C = 81	D = 58	E = 90	F = 92	G = 91	H = 93
smiles: O=C(NCc1ncc[nH]1)c1ccc(-c2nc3ccc4[nH]ncc4c3c3c2CCCC3)cc1
  A = 30	B = /	C = -14*	D = /	E = -2.5*	F = 14	G = 3.8*	H = 42
smiles: CC(=O)Nc1ccc(S(=O)(=O)Cl)cc1
  A = 94	B = /	C = 101	D = 96	E = 100	F = 110	G = 109	H = 113
smiles: Cc1cc(Cl)ccc1NC(=O)/N=C1\NC(=O)CS1
  A = 88	B = 101	C = 103	D = 128	E = 102	F = 106	G = 114	H = 97
smiles: CN(C)c1oc(C(=O)NCc2ccccc2)nc1C#N
  A = 99	B = 99	C = 99	D = 108	E = 107	F = 102	G = 106	H = 101
smiles: CC1=CCC(OC(=O)C(C)(C)CCC(O)(C(=O)OC2(C(C)C)CCC3(C)OC3C2)C(C)C)(C(C)C)CC1 (centres undefined)
  A = -98*	B = -100*	C = -83*	D = -91*	E = -97*	F = -97*	G = -75*	H = -95*
smiles: CC(C)N1C(=O)c2ccccc2C(n2c(-c3ccc(C(F)(F)F)cc3)nc3ccccc32)C1=O (centres undefined)
  A = 95	B = 90	C = 116	D = 107	E = 96	F = 104	G = 97	H = 99
smiles: O=S(=O)(NCCNc1nccc(-c2c(-c3cccc(O)c3)nc3occn23)n1)c1cccc(F)c1
  A = 81	B = 72	C = /	D = 92	E = 111	F = 102	G = 93	H = 78
smiles: O=C(Nc1ccc(F)c(Cl)c1)c1cc(-c2ccc(F)cc2F)ccc1O
  A = -21*	B = -18*	C = -21*	D = -17*	E = -7.2*	F = 13	G = 4.5*	H = -13*
smiles: CCCCCCc1cc2cc(-c3nc4ccccc4[nH]3)c(=Nc3ccccc3C)oc2cc1O
  A = 48	B = /	C = 80	D = 28	E = 75	F = 72	G = 65	H = 51
smiles: N#Cc1nc(-c2cccc(Br)c2)cc(-c2ccc(Nc3nc(N4CCCCC4)nc(N4CCCCC4)n3)cc2)c1N
  A = -45*	B = -76*	C = -20*	D = -71*	E = -76*	F = 53	G = 5.0*	H = -96*
smiles: CCOC(=O)c1ccc(NC(=S)NC(=O)c2cccc(NC(C)=O)c2)cc1
  A = 93[100 µM]	B = 91[100 µM]	C = 106[100 µM]	D = 102[100 µM]	E = 91[100 µM]	F = 93[100 µM]	G = 84[100 µM]	H = 57[100 µM]
smiles: CCN1CCN(c2nc(C)cc(N(CCNc3ccnc4cc(Cl)ccc34)Cc3ccc4c(c3)OCO4)n2)CC1
  A = 10.0*	B = /	C = 53	D = -55*	E = -91*	F = 30	G = 31	H = -17*

# Going on with the list:
# Key to letters: A = SNB-75; B = CAKI-1; C = A498; D = RXF 393; E = SF-539; F = SNB-19; G = SF-268; H = ACHN
smiles: COc1ccc(NC(=O)c2cccc(-c3cc(=O)c4c(O)c(OC)c(OC)cc4o3)c2)cc1
  A = -5.2*	B = 94	C = 84	D = 92	E = 56	F = 62	G = 55	H = 84
smiles: COc1ccc(NC(=O)c2nc(-c3cc(OC)c(OC)c(OC)c3)n(-c3ccc(OC)cc3)n2)cc1
  A = 62	B = 80	C = 85	D = /	E = 91	F = 90	G = 95	H = 91
smiles: Nc1cccc(-c2cccc(Oc3ccc4nnc(Cl)n4n3)c2)c1
  A = 77	B = 71	C = 104	D = 76	E = 86	F = 94	G = 98	H = 98
smiles: CC1=CC(=O)Nc2ccccc2S1
  A = 80	B = 86	C = 93	D = 118	E = 93	F = 105	G = 110	H = 99
smiles: COC(=O)[C@]1(C(C)C)N[C@H](c2cn(-c3ccccc3)nc2C)[C@@H]2C(=O)N(c3ccccc3)C(=O)[C@@H]21
  A = 80	B = 103	C = 114	D = 101	E = /	F = 102	G = 101	H = 108
smiles: CC1(C)CC(=O)C2=C(C1)O[C@H](C(=O)c1ccc(Br)cc1)[C@H]2c1cccc(Oc2ccccc2)c1
  A = 62	B = 50	C = 66	D = 64	E = 80	F = 74	G = 57	H = 57
smiles: CN(C)CCNC(=O)c1ccc(-c2nc3ccc4[nH]ncc4c3c3c2CCCC3)cc1
  A = 127	B = 78	C = 50	D = 96	E = 96	F = 107	G = 89	H = 103
smiles: CC(=O)C1CCC2C3CC(C)C4=CC(=O)CCC4(C)C3(F)C(=O)CC12C (centres undefined)
  A = 101	B = /	C = 94	D = 115	E = 102	F = 98	G = 101	H = 109
smiles: CC1=C(C)C(=O)C(N2CCCCC2C)=CC1=O (centres undefined)
  A = 86	B = 92	C = 138	D = 110	E = 91	F = 97	G = 109	H = 99
smiles: O=C1C=C(Cl)C(=O)c2ccccc21
  A = 71	B = 91	C = 118	D = /	E = 109	F = 97	G = 93	H = 38
smiles: CCn1c2ccc(/C=N/OCCCN(C)C)cc2c2cc(/C=N/OCCCN(C)C)ccc21
  A = 83	B = -17*	C = 54	D = -73*	E = -80*	F = 59	G = 79	H = -15*
smiles: O=C(Nc1ccc(Cl)cc1)Oc1ccc2ccccc2c1
  A = 73	B = 46	C = 90	D = 98	E = 83	F = 97	G = 86	H = 61
smiles: COc1cc([N+](=O)[O-])c2nc(/C=N/NC(N)=S)ccc2c1
  A = 90	B = 102	C = 71	D = 120	E = 98	F = 106	G = 106	H = 107
smiles: CCN(CC)CCN1C(=O)c2cccc3c(-c4ccc5c(c4)ncn5C4CCCCC4)ccc(c23)C1=O
  A = 4.4*	B = 20	C = -12*	D = -11*	E = -76*	F = 33	G = 40	H = 10
smiles: O=C(O)CC1CC(O)CCC1=O (centres undefined)
  A = 85	B = 80	C = 114	D = 106	E = 110	F = 99	G = 120	H = 95
smiles: C#Cc1cccc(NC(=O)Nc2ccc(N=C=S)cc2)c1
  A = 57[8.25 µM]	B = 57[8.25 µM]	C = 83[8.25 µM]	D = /	E = 93[8.25 µM]	F = 91[8.25 µM]	G = 95[8.25 µM]	H = 94[8.25 µM]
smiles: CCCCCCCCSc1nnc(-c2c(C)nc3ccc(C)cn23)o1
  A = 96	B = 91	C = 92	D = 113	E = 102	F = 105	G = 105	H = 106
smiles: c1ccc([Se]CCCN2CCN(CCC[Se]c3ccccc3)CC2)cc1
  A = 100	B = -24*	C = 116	D = 45	E = 112	F = 119	G = 109	H = 100
smiles: COc1ccc(/C=C2\Cc3c(Br)cccc3C2=O)c(OC)c1
  A = 71	B = 79	C = 83	D = 81	E = 73	F = 53	G = 74	H = 60
smiles: O=C(O)c1c(F)c(F)c(F)c(F)c1Cl
  A = 86	B = 92	C = 121	D = 104	E = 105	F = 102	G = 94	H = 108
smiles: O=C(Nc1cccc(-n2cc(-c3ccncc3)c(-c3ccc(Cl)c(O)c3)n2)c1)Nc1cccc(C(F)(F)F)c1
  A = /	B = 30	C = 18	D = 31	E = 39	F = 32	G = 28	H = 11
smiles: O=C1Nc2ccccc2C2c3cccn3-c3ccccc3N12 (centres undefined)
  A = 40	B = 81	C = 74	D = 52	E = 83	F = 89	G = 79	H = 95
smiles: O=C1c2c(O)cc(O)cc2-c2c(-c3ccc(O)cc3)oc3cc(O)cc1c23
  A = 26	B = 33	C = 62	D = 62	E = 25	F = 45	G = 51	H = 9.3*
smiles: O=C1COCCN1c1ccc(Nc2nc(Nc3ccc(N4CCOCC4=O)cc3)nc(OCCCl)n2)cc1
  A = 109	B = 101	C = 124	D = 104	E = 99	F = 109	G = 98	H = 102
smiles: CCNc1nc2cc3c(C)c(CC)c(=O)oc3c(C)c2o1
  A = 87	B = /	C = 113	D = 111	E = 97	F = 103	G = 96	H = /

# More structures follow:
# Key to letters: A = SNB-75; B = CAKI-1; C = A498; D = RXF 393; E = SF-539; F = SNB-19; G = SF-268; H = ACHN
smiles: COc1ccccc1CN1CCCOP1(=O)Nc1ccccc1C (centres undefined)
  A = 94	B = 88	C = 93	D = 100	E = 99	F = 100	G = 101	H = 98
smiles: O/N=C(/C[n+]1ccccc1)c1ccc2ccccc2c1
  A = 73&89	B = 72&95	C = 68&58	D = 110&93	E = 106&89	F = 100	G = 108&95	H = 96&105
smiles: Cc1nc(C(=O)O)c(C)c(=O)[nH]1
  A = 84	B = 92	C = /	D = /	E = 110	F = 105	G = 101	H = 112
smiles: CCN1CCN(C(=O)CC[C@@H](C)[C@H]2CC[C@H]3[C@@H]4CC[C@@H]5C(C)(C)NCCC[C@]5(C)[C@H]4CC[C@]23C)CC1
  A = 71	B = 100	C = 85	D = 107	E = 87	F = 105	G = 101	H = 98
smiles: O=Cc1cn(S(=O)(=O)c2cccc3ccccc23)c2ccccc12
  A = 101	B = 76	C = 97	D = 99	E = 94	F = 89	G = 87	H = 99
smiles: Cc1[nH]c(C(=O)Nc2ccc(C(N)=O)cc2OC2CCCC2)c(Cl)c1Cl
  A = 92	B = 103	C = 85	D = 96	E = 76	F = 102	G = 104	H = 87
smiles: CC(C)(C)c1ccc(NCc2cn(-c3ccc(C(F)(F)F)cc3)nc2-c2ccc(C(=O)O)cc2)cc1
  A = 87	B = 91	C = 68	D = 82	E = 91	F = 89	G = 82	H = 81
smiles: O=c1cc(-c2ccccc2)[nH]n1-c1nc2ccccc2[nH]1
  A = 64	B = 46	C = 2.0*	D = 52	E = 48	F = 53	G = 60	H = 37
smiles: Cc1cc(NS(=O)(=O)c2ccc(NC3=C(Cl)C(=O)c4ncccc4C3=O)cc2)no1
  A = 114	B = 98	C = 126	D = 96	E = 101	F = 98	G = 121	H = 105

# Some of the entries so far, tab-delimited.
SMILES	SNB-75	CAKI-1	A498	RXF 393	SF-539	SNB-19	SF-268	ACHN
CCNc1nc2cc3c(C)c(CC)c(=O)oc3c(C)c2o1	87	/	113	111	97	103	96	/
COc1ccccc1CN1CCCOP1(=O)Nc1ccccc1C (centres undefined)	94	88	93	100	99	100	101	98
O/N=C(/C[n+]1ccccc1)c1ccc2ccccc2c1	73&89	72&95	68&58	110&93	106&89	100	108&95	96&105
Cc1nc(C(=O)O)c(C)c(=O)[nH]1	84	92	/	/	110	105	101	112
CCN1CCN(C(=O)CC[C@@H](C)[C@H]2CC[C@H]3[C@@H]4CC[C@@H]5C(C)(C)NCCC[C@]5(C)[C@H]4CC[C@]23C)CC1	71	100	85	107	87	105	101	98
O=Cc1cn(S(=O)(=O)c2cccc3ccccc23)c2ccccc12	101	76	97	99	94	89	87	99
Cc1[nH]c(C(=O)Nc2ccc(C(N)=O)cc2OC2CCCC2)c(Cl)c1Cl	92	103	85	96	76	102	104	87
CC(C)(C)c1ccc(NCc2cn(-c3ccc(C(F)(F)F)cc3)nc2-c2ccc(C(=O)O)cc2)cc1	87	91	68	82	91	89	82	81
O=c1cc(-c2ccccc2)[nH]n1-c1nc2ccccc2[nH]1	64	46	2.0*	52	48	53	60	37
Cc1cc(NS(=O)(=O)c2ccc(NC3=C(Cl)C(=O)c4ncccc4C3=O)cc2)no1	114	98	126	96	101	98	121	105

# An unsorted share of the library; 12% or so of the library scored in one or more.
